Screening results: PubChem BioAssay, several laboratories
human PMI inhibitors: human PMI inhibitors, high substrate, primary screen, biochemical, fluorescence intensity, high mannose 6-phosphate (AID 1220); Mannose-6-phosphate isomerase (Homo sapiens); recombinant PMI enzyme, coupled fluorescence intensity; higher % means a stronger effect; one-dose inhibition, % at 20 µM; IC50 in µM for titrated hits; 0.66% of 190,000 active; in the data active = inhibition above about 50%
Siah-1 displacement: Siah-1 peptide-binding antagonists, primary screen, biochemical, fluorescence polarization, rhodamine-plectin, uHTS (AID 1817); Siah-1 / rhodamine-plectin peptide fluorescence polarization; higher % means a stronger effect; E3 ubiquitin-protein ligase SIAH1 (Homo sapiens); one-dose displacement, % at 20 µM; IC50 in µM for titrated hits; 0.02% of 290,000 active;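 active = displacement of at least 50% at 20 µM, with a fluorescence ratio check between 0.3 and a set limit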;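 note: plate controls were Siah plus tracer with DMSO for no effect and tracer alone without Siah for full effect; strong numbers were not always called active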
M1AAP inhibition: P. falciparum M1AAP inhibitors, biochemical, fluorogenic H-Leu-NHMec substrate, 1536-well (AID 1445); recombinant M1AAP, H-Leu-NHMec fluorogenic kinetic assay; higher % means a stronger effect; 0.42% of 220,000 active; inhibition, % at 30 µM, or IC50 in µM where a hit was titrated;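 active = primary inhibition above the hit cutoff, then over 50% inhibition at one or more dose response concentrations, cut at about 23% in these data, passing the limit was not always enough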;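 note: plate controls were DMSO full reaction for no effect and no enzyme background for full effect; strong numbers were not always called active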
CSM14.1 death rescue: rescue of cells from ER stress-induced death, primary screen, 384-well, CSM14.1, thapsigargin, ATP luminescence (AID 1222); CSM14.1 thapsigargin-induced death rescue, ATP luminescence; higher % means a stronger effect; cellular ATP content (survival), % at 20 µM; hits with a dose series show EC50 in µM; 190,000 tested, under 10 active;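 active = EC50 below 50 µM in the dose-response confirmation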;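 note: death triggered by thapsigargin at about 15 µM added after 2 h compound pretreatment; cell ATP read after overnight thapsigargin exposure of roughly 18 to 22 hours; normalized against plate controls of thapsigargin alone and 5% DMSO vehicle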
M17LAP inhibition: P. falciparum M17LAP inhibitors, primary screen, biochemical, fluorogenic H-Leu-NHMec substrate, 1536-well (AID 1619). recombinant M17LAP, H-Leu-NHMec fluorogenic kinetic assay; higher % means a stronger effect. one-dose inhibition, % at 30 µM; IC50 in µM for titrated hits. 0.38% of 220,000 active;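 active = compound inhibiting the enzyme by more than half at any dose during confirmatory dose-response retesting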;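 note: plate controls were full reaction with DMSO carrier for no effect and no enzyme background for full effect; strong numbers were not always called active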
Yfh1-off respiration: enhancers of respiration in Yfh1-depleted yeast, dose response, Friedreich's ataxia, plus single-dose screen (AID 1465). fold induction at 50 µM; hits with a dose series show EC50 in µM. S. cerevisiae Yfh1-off respiration, WST-1 reduction, 72 h; higher fold induction means a stronger effect. 0.074% of 220,000 active;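 active = fold induction of absorbance versus untreated yeast above a set limit, then at least 30% activation at any dose in follow-up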;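 note: activators that raise dye reduction in frataxin-depleted yeast; strong numbers were not always called active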
West Nile antiviral: West Nile virus antiviral activity, cell-based, CPE readout (AID 1621); West Nile virus-infected cells, CPE inhibition; higher % means a stronger effect; one-dose CPE inhibition, % at 10 µM; IC50 in µM for titrated hits; 0.02% of 290,000 active; in the data active = a potency from the dose series; note: strong numbers were not always called active
PhoP inhibition: inhibitors of PhoP regulon expression, primary screen, Salmonella Typhimurium, GFP reporter (AID 1863). S. Typhimurium PhoP-regulated promoter GFP reporter, 4 h; higher % means a stronger effect. inhibition, % at 50 µM, or IC50 in µM where a hit was titrated. 0.16% of 300,000 active;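 active = inhibition over 29.93%, a cutoff 3 SD above the screen mean, later confirmed by dose response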;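 note: 0% = low Mg2+ inducing control and 100% = high Mg2+ repressing control; strong numbers were not always called active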
XIAP antagonists: XIAP antagonists, biochemical, IAP family, fluorescence polarization (AID 1018) | E3 ubiquitin-protein ligase XIAP (Homo sapiens) | XIAP BIR domain, fluorescence polarization peptide displacement; higher % means a stronger effect | displacement, % at 20 µM, or IC50 in µM where a hit was titrated | 0.007% of 200,000 active; in the data active = displacement above about 50%; note: a part of the inactive calls stands beside numbers as strong as those of hits
Active calls of the source: *; i = inactive; x = not tested or not shown.

SMILES	human PMI inhibitors	Siah-1 displacement	M1AAP inhibition	CSM14.1 death rescue	M17LAP inhibition	Yfh1-off respiration	West Nile antiviral	PhoP inhibition	XIAP antagonists
O=C(Nc1cccc(S(=O)(=O)NC2=NCCC2)c1)c1cc(-c2ccco2)nc2ccccc12	x	46.2%	11.5%	x	-4.6%	i	0.3%	-8.4%	x
CCN(C(=O)[C@@H]1CCCN1C(=O)c1cccs1)c1nc2cc(Cl)ccc2s1	14.6%	9.6%	0.7%	-3.0%	12.0%	i	-1.2%	-1.1%	6.9%
Cc1sc2ncn(CC(=O)NCCCC(=O)N3CCN(c4ccccc4)CC3)c(=O)c2c1C	1.9%	2.1%	-1.6%	-1.1%	-0.8%	i	0.0%	-18.0%	1.3%
COc1ccc(COc2cc(-c3cccc(OC)c3)nc3ccc(NC(=O)C(C)C)cc23)cc1	5.9%	-0.5%	3.9%	-2.9%	-28.6%	i	1.3%	4.5%	-3.2%
CCOC(=O)COc1ccc(C2NC(C(=O)O)CS2)cc1 (stereo unspecified)	3.8%	1.5%	-2.5%	x	-1.4%	i	0.6%	0.9%	-1.3%
COc1ccc(CN(C2CCCC2)S(=O)(=O)c2ccc(-n3cnnn3)c(OC)c2)cc1OC	4.0%	2.0%	-3.1%	-2.1%	-5.1%	i	-0.4%	-2.0%	-1.3%
CCc1nc(-c2ccccc2)cc(=O)[nH]1	4.4%	7.0%	-1.7%	0.9%	-3.5%	i	-0.6%	5.3%	-5.2%
O=C(NCc1ccccc1)C1=C[C@@H](C2CC2)C[C@@H](OCCCCO)O1	3.1%	-1.6%	1.5%	-1.7%	0.2%	x	x	-10.8%	-3.0%
CN(C)S(=O)(=O)c1ccc(Cl)c(NC(=O)COC(=O)CCSc2ccccc2)c1	4.0%	5.5%	6.7%	-1.6%	-4.2%	i	-0.1%	-7.3%	-7.5%
CC(O)CNC(=O)Cc1cc(=O)[nH]c(=O)[nH]1 (stereo unspecified)	x	-1.5%	-8.7%	x	-13.1%	i	0.2%	4.6%	x
Cc1cc2cc(CNC(=O)Cc3ccc([N+](=O)[O-])cc3)ccc2[nH]1	3.5%	3.1%	12.3%	0.1%	12.8%	i	-0.3%	5.6%	-3.7%
Cc1ccc2[nH]c(=O)c(C(c3nnnn3C(C)(C)C)N3CCN(C(=O)c4ccco4)CC3)cc2c1 (stereo unspecified)	-16.4%	-2.1%	14.9%	-1.1%	16.5%	i	1.4%	8.6%	-6.2%
CCOc1ccc(N(CC(=O)N2CC=C(c3ccccc3)CC2)S(=O)(=O)c2c(C)noc2C)cc1	24.7%	0.4%	6.7%	-0.1%	0.2%	i	-0.7%	-5.5%	-4.3%
CN(C)c1nc(SCC#N)nc(N(C)C)n1	-8.0%	-1.1%	4.5%	-3.6%	-7.7%	i	-0.2%	-7.9%	-10.0%
Cc1ccc([N+](=O)[O-])cc1S(=O)(=O)N1CCCC1	1.1%	-5.9%	1.1%	0.1%	-5.3%	i	-0.3%	6.2%	-9.7%
COc1ccc(C2(C(N)=O)CCCCC2)cc1OC	7.2%	-1.7%	5.2%	-1.8%	4.8%	i	1.1%	-6.1%	-10.8%
COc1cccc(/C=C/C(=C2/C(=O)N(c3ccccc3)N=C2C)c2ccc(C)cc2)c1OC	13.4%	-2.8%	-0.5%	-2.2%	-1.8%	i	0.1%	0.1%	-6.9%
O=C1C(=O)N(Cc2cccnc2)C(c2ccccn2)/C1=C(/O)c1ccccc1 (stereo unspecified)	4.5%	1.8%	3.9%	-0.6%	8.7%	i	-0.4%	5.4%	-0.7%
O=C(CSc1ccc2ccccc2c1)NCCCN1CCCC1=O	-5.5%	5.4%	-2.4%	-0.5%	-5.9%	i	0.3%	-1.2%	-3.6%
COc1ccc(C(=O)OCN2C(=O)c3ccccc3C2=O)cc1	6.5%	1.8%	3.0%	-0.8%	4.8%	i	1.1%	-5.2%	-3.4%
O=C(CSc1nnc(C2CC2)n1Cc1ccccc1)Nc1cccnc1Cl	7.6%	10.4%	-2.3%	-0.8%	-5.2%	i	-0.3%	-2.9%	-2.0%
CC1=CC2=NC(=O)/C(=C\c3cc(C)n(-c4cccc(Cl)c4)c3C)C(=N)N2O1	15.8%	3.8%	4.2%	-2.9%	-27.6%	i	-0.6%	-5.2%	-3.1%
COc1ccc(S(=O)(=O)Nc2ccccc2OC)cc1NC(=O)c1cc2ccccc2oc1=O	10.0%	3.4%	0.1%	-1.0%	6.8%	i	-0.8%	7.7%	-5.9%
CCc1ccccc1NC(=O)N1CCCC(CCC(=O)N(C)CCc2ccccn2)C1 (stereo unspecified)	4.5%	8.1%	11.3%	2.5%	1.3%	i	-0.2%	1.6%	-3.4%
S=C(Nc1ccccc1Cl)Nc1ccc(Cl)cc1Cl	10.7%	1.2%	5.6%	-2.1%	-5.8%	i	-0.1%	-1.9%	-1.4%
Cc1cccc(OCC(=O)Nc2ccc(S(=O)(=O)N3CCN(C)CC3)cc2)c1	1.1%	5.9%	2.0%	-1.1%	12.2%	i	0.0%	3.4%	-0.6%
O=C(NCCCN1CCc2ccccc2C1)C1CCN(S(=O)(=O)N2CCCC2)CC1	-8.3%	-0.2%	-6.0%	3.1%	-2.8%	i	-0.5%	7.5%	-17.5%
CN(C)c1cc(Nc2ccc(O)cc2)c([N+](=O)[O-])c2nonc12	x	-6.6%	3.0%	x	0.5%	i	0.1%	-0.9%	x
N#Cc1cc2c(=O)n3ccccc3nc2n(CCN2CCOCC2)c1=O	7.2%	-2.8%	x	-0.6%	x	x	x	x	-1.0%
Nc1cc(=O)n(Cc2ccccc2)c(=O)n1-c1ccc(Cl)cc1	x	-2.7%	2.2%	x	-0.4%	i	0.4%	8.1%	x
CC(=NC1CCCC1)c1c(C)[nH]n(-c2nc3ccccc3s2)c1=O	8.1%	3.2%	-3.0%	0.7%	-3.2%	i	-1.4%	-5.4%	-2.8%
COc1ccccc1-c1c(C)nn2c(N3CCC4(CC3)OCCO4)cc(C)nc12	13.2%	-0.6%	4.6%	x	12.0%	i	-0.1%	-6.1%	-8.9%
COC(=O)c1c(NC(=O)c2c(Cl)cnn2C)sc(C)c1C	-4.8%	-5.6%	7.7%	0.2%	-0.9%	i	-0.4%	-2.1%	-2.2%
CCC(=O)Oc1ccc(C(=O)Nc2ccccc2C(=O)NCC(C)C)cc1	-6.8%	-4.9%	1.9%	-1.0%	2.4%	i	-0.1%	-3.1%	-4.3%
O=C(COC(=O)c1cc(S(=O)(=O)N2CCOCC2)ccc1O)NCCc1ccccc1	-9.3%	-0.9%	-9.5%	0.5%	-2.7%	i	-0.4%	9.6%	-6.6%
C=CCn1c(-c2cccc3ccccc23)n[nH]c1=S	-11.4%	0.9%	-2.3%	-3.0%	3.9%	i	0.2%	-0.1%	-7.3%
CCCC1(CCC)NC(=O)NC1=O	7.2%	0.1%	1.0%	x	-7.7%	i	0.2%	5.0%	3.7%
COc1ccc(/C=N/OCC(=O)N2CC3(C)CC2CC(C)(C)C3)cc1 (stereo unspecified)	-4.0%	-2.3%	5.9%	-0.9%	10.6%	i	-1.1%	-6.9%	-19.3%
C/C(=N\NC(=O)CNc1ccc(F)cc1)c1cc2ccccc2o1	11.0%	-0.9%	7.2%	-0.4%	-3.3%	i	-0.9%	-5.0%	-1.3%
O=c1c(-c2ccc(O)cc2)coc2cc(OC3OC(CO)C(O)C(O)C3O)cc(O)c12 (stereo unspecified)	-2.4%	-6.4%	12.2%	-2.8%	11.9%	i	1.3%	-3.8%	-8.6%
Cc1cccc(CN2C(=O)CCSc3ccc(Cl)cc32)c1	3.8%	0.5%	4.1%	2.4%	-8.5%	i	-0.2%	0.7%	-0.9%
Cc1ccc(C2(C)NC(=O)N(CC(=O)Nc3ccc(-c4nc5ccc(C)cc5s4)cc3)C2=O)cc1 (stereo unspecified)	x	0.2%	1.9%	x	-2.1%	i	0.0%	-7.9%	x
CCCN(Cc1ccc(N(C)C)cc1)CC1CC1	-8.1%	4.8%	5.7%	-0.6%	11.6%	i	1.6%	-6.2%	-3.9%
CC(=O)c1cccc(NC(=O)C2CCCN2S(=O)(=O)c2cccc3nsnc23)c1 (stereo unspecified)	-6.4%	-1.9%	0.9%	-0.2%	15.6%	i	-0.3%	0.6%	-5.6%
COc1ccccc1NC(=O)c1ccc2nc(-c3ccccc3)c(-c3ccccc3)nc2c1	0.6%	-0.9%	10.9%	-1.2%	10.1%	i	0.8%	-9.4%	2.3%
COc1ccccc1OCc1nc(C#N)c(N2CCCC2)o1	2.5%	-5.6%	3.8%	-0.2%	10.2%	i	-1.1%	-1.0%	-3.8%
CCc1c(C)n([O-])c2c([n+]1=O)CCCCC2	0.9%	3.0%	9.0%	-0.1%	2.2%	i	0.4%	-8.0%	0.3%
CCCOC(=O)c1ccc(OCC(O)Cn2c(C)nc3ccccc32)cc1 (stereo unspecified)	7.6%	4.4%	-0.3%	0.7%	6.6%	x	x	1.6%	-2.9%

Among those listed so far, eight contain a Cl atom:
SMILES	human PMI inhibitors	Siah-1 displacement	M1AAP inhibition	CSM14.1 death rescue	M17LAP inhibition	Yfh1-off respiration	West Nile antiviral	PhoP inhibition	XIAP antagonists
CCN(C(=O)[C@@H]1CCCN1C(=O)c1cccs1)c1nc2cc(Cl)ccc2s1	14.6%	9.6%	0.7%	-3.0%	12.0%	i	-1.2%	-1.1%	6.9%
CN(C)S(=O)(=O)c1ccc(Cl)c(NC(=O)COC(=O)CCSc2ccccc2)c1	4.0%	5.5%	6.7%	-1.6%	-4.2%	i	-0.1%	-7.3%	-7.5%
O=C(CSc1nnc(C2CC2)n1Cc1ccccc1)Nc1cccnc1Cl	7.6%	10.4%	-2.3%	-0.8%	-5.2%	i	-0.3%	-2.9%	-2.0%
CC1=CC2=NC(=O)/C(=C\c3cc(C)n(-c4cccc(Cl)c4)c3C)C(=N)N2O1	15.8%	3.8%	4.2%	-2.9%	-27.6%	i	-0.6%	-5.2%	-3.1%
S=C(Nc1ccccc1Cl)Nc1ccc(Cl)cc1Cl	10.7%	1.2%	5.6%	-2.1%	-5.8%	i	-0.1%	-1.9%	-1.4%
Nc1cc(=O)n(Cc2ccccc2)c(=O)n1-c1ccc(Cl)cc1	x	-2.7%	2.2%	x	-0.4%	i	0.4%	8.1%	x
COC(=O)c1c(NC(=O)c2c(Cl)cnn2C)sc(C)c1C	-4.8%	-5.6%	7.7%	0.2%	-0.9%	i	-0.4%	-2.1%	-2.2%
Cc1cccc(CN2C(=O)CCSc3ccc(Cl)cc32)c1	3.8%	0.5%	4.1%	2.4%	-8.5%	i	-0.2%	0.7%	-0.9%
